Compound activity: PubChem BioAssay, NCI
All columns: NCI-60 one-dose screen, growth in % after 48 h at 10 µM unless noted; 100 = growth as untreated, 0 = no growth, -100 = all killed.
UACC-257 = UACC-257 melanoma; 78,000 tested, 4.4% active; AID 1794764
UACC-62 = UACC-62 melanoma | 81,000 tested, 5.4% active | AID 1794756
A549/ATCC = A549/ATCC NSCLC. 81,000 tested, 3.7% active
M14 = M14 melanoma | AID 1794745 | 80,000 tested, 6.2% active
SK-MEL-2 = SK-MEL-2 melanoma; 77,000 tested, 4.7% active
SK-MEL-5 = SK-MEL-5 melanoma; 80,000 tested, 6.4% active; AID 1794755
MDA-MB-435 = MDA-MB-435 melanoma. 82,000 tested, 7.8% active. AID 1794794
SK-MEL-28 = SK-MEL-28 melanoma | 81,000 tested, 4.1% active
An asterisk follows results filed as active; & = joins results of further samples. The calls were made as follows: active = growth percent below 10; inactive = the rest.

Preview, six compounds:
`O=C(CSc1cc[n+](CCCCCO)c2ccccc12)n1ccc2ccccc21` gave UACC-257 94, UACC-62 90, A549/ATCC 94, M14 95, SK-MEL-2 101, SK-MEL-5 94, MDA-MB-435 100 and SK-MEL-28 104.
Screening CCn1cc(-c2ccnc(NCCCNS(=O)(=O)c3ccc(Cl)cc3)c2)c(-c2cccc(O)c2)n1 returned UACC-257 98, UACC-62 89, A549/ATCC 89, M14 98, SK-MEL-2 110, SK-MEL-5 89, MDA-MB-435 95 and SK-MEL-28 103.
Screening CC1=CC(C)(C)OC(=O)C1 returned UACC-257 100, UACC-62 111, A549/ATCC 100, M14 105, SK-MEL-2 106, SK-MEL-5 103, MDA-MB-435 101 and SK-MEL-28 108.
CC(NC(=O)C(Cc1ccc(OC(=O)c2ccccc2)cc1)NC(=O)OC(C)(C)C)C(=O)NCC(=O)NC(Cc1ccccc1)NC(=O)OCc1ccccc1 (stereo not given) was read as UACC-257 84, UACC-62 87, A549/ATCC 83, M14 97, SK-MEL-2 101, SK-MEL-5 100, MDA-MB-435 100 and SK-MEL-28 104.
For O=C(Cc1ccccc1)NCCCN(CCc1ccccc1)CCc1ccccc1 the results were UACC-257 110, UACC-62 92, A549/ATCC 95, M14 86, SK-MEL-2 79, SK-MEL-5 95, MDA-MB-435 98 and SK-MEL-28 99.
`O=C1S/C(=C/c2ccc(Cl)cc2)C(=O)N1c1nc(N2CCCC2)nc(N2CCCC2)n1` gave UACC-257 95, UACC-62 75, A549/ATCC 91, M14 96, SK-MEL-2 101, SK-MEL-5 90, MDA-MB-435 97 and SK-MEL-28 97.

All compounds of this part, repeating the preview:
`O=C(CSc1cc[n+](CCCCCO)c2ccccc12)n1ccc2ccccc21` gave UACC-257 94, UACC-62 90, A549/ATCC 94, M14 95, SK-MEL-2 101, SK-MEL-5 94, MDA-MB-435 100 and SK-MEL-28 104.
Screening CCn1cc(-c2ccnc(NCCCNS(=O)(=O)c3ccc(Cl)cc3)c2)c(-c2cccc(O)c2)n1 returned UACC-257 98, UACC-62 89, A549/ATCC 89, M14 98, SK-MEL-2 110, SK-MEL-5 89, MDA-MB-435 95 and SK-MEL-28 103.
Screening CC1=CC(C)(C)OC(=O)C1 returned UACC-257 100, UACC-62 111, A549/ATCC 100, M14 105, SK-MEL-2 106, SK-MEL-5 103, MDA-MB-435 101 and SK-MEL-28 108.
CC(NC(=O)C(Cc1ccc(OC(=O)c2ccccc2)cc1)NC(=O)OC(C)(C)C)C(=O)NCC(=O)NC(Cc1ccccc1)NC(=O)OCc1ccccc1 (stereo not given) was read as UACC-257 84, UACC-62 87, A549/ATCC 83, M14 97, SK-MEL-2 101, SK-MEL-5 100, MDA-MB-435 100 and SK-MEL-28 104.
For O=C(Cc1ccccc1)NCCCN(CCc1ccccc1)CCc1ccccc1 the results were UACC-257 110, UACC-62 92, A549/ATCC 95, M14 86, SK-MEL-2 79, SK-MEL-5 95, MDA-MB-435 98 and SK-MEL-28 99.
`O=C1S/C(=C/c2ccc(Cl)cc2)C(=O)N1c1nc(N2CCCC2)nc(N2CCCC2)n1` gave UACC-257 95, UACC-62 75, A549/ATCC 91, M14 96, SK-MEL-2 101, SK-MEL-5 90, MDA-MB-435 97 and SK-MEL-28 97.
`O=[N+]([O-])c1ccc(-c2nc(Cl)c3c(n2)CCCC3)o1` gave UACC-257 82, UACC-62 87, A549/ATCC 83, M14 71, SK-MEL-2 102, SK-MEL-5 47, MDA-MB-435 88 and SK-MEL-28 98.
For O=C(O)c1ccc(Cl)cc1[N+](=O)[O-] the results were UACC-257 103, UACC-62 98, A549/ATCC 95, M14 102, SK-MEL-2 127, SK-MEL-5 109, MDA-MB-435 110 and SK-MEL-28 115.
Screening CC[C@@H](C)C[C@H](C)C(=O)c1c(O)cc[nH]c1=O returned UACC-257 105, UACC-62 107, A549/ATCC 93, M14 109, SK-MEL-2 118, SK-MEL-5 103, MDA-MB-435 106 and SK-MEL-28 103.
`Cn1ncc2c(Nc3ccc(Br)cc3)nc(Nc3ccc(Br)cc3)nc21` gave UACC-257 83, UACC-62 56, A549/ATCC 48, SK-MEL-2 48, SK-MEL-5 48, MDA-MB-435 34 and SK-MEL-28 50.
CNCCCNc1ccnc2cc(Cl)ccc12 was read as UACC-257 -87*, UACC-62 -75*, A549/ATCC 1.3*, M14 -33*, SK-MEL-2 -64*, SK-MEL-5 -96*, MDA-MB-435 -98* and SK-MEL-28 -96*.
`COc1ccc(/C(C)=N\N)cc1` gave UACC-257 105, UACC-62 96, A549/ATCC 97, M14 101, SK-MEL-2 108, SK-MEL-5 103, MDA-MB-435 92 and SK-MEL-28 107.
Cc1cccc(Nc2nnc(SCC(=O)N3CCC(C)CC3)s2)c1 was read as UACC-62 84, A549/ATCC 96, M14 94, SK-MEL-2 87, SK-MEL-5 86, MDA-MB-435 96 and SK-MEL-28 99.
For CC(C)(C)N1CCC1C(N)=O (stereo not given) the results were UACC-257 96, UACC-62 92, A549/ATCC 99, M14 79, SK-MEL-2 159, SK-MEL-5 107, MDA-MB-435 103 and SK-MEL-28 114.
CC(C)[C@@]12c3[nH]c4ccccc4c3CCN1C(=O)[C@H]2Oc1ccc(Cl)cc1 was read as UACC-257 87, UACC-62 83, A549/ATCC 73, M14 93, SK-MEL-2 77, MDA-MB-435 105 and SK-MEL-28 97.
CSCCC(NS(=O)(=O)Cc1ccccc1)C(=O)O (stereo not given) was read as UACC-257 96&116, UACC-62 96&100, A549/ATCC 94&110, M14 102&101, SK-MEL-2 96&113, SK-MEL-5 107&108, MDA-MB-435 100&102 and SK-MEL-28 117&103.
For O=C(CN1C=NC2C(N3CCOCC3)=NC=NC21)c1cccc2ccccc12 (stereo not given) the results were UACC-257 101, UACC-62 85, A549/ATCC 90, M14 105, SK-MEL-2 99, MDA-MB-435 99 and SK-MEL-28 109.
`Clc1ccc2c(NCCCN3CCN(c4nc(N5CCOCC5)nc5ccccc45)CC3)ccnc2c1` gave UACC-257 -68*, UACC-62 -33*, A549/ATCC 24, M14 -80*, SK-MEL-2 -5.6*, SK-MEL-5 -97*, MDA-MB-435 -86* and SK-MEL-28 -85*.
For O=C(Nc1nc2c(s1)CCc1c-2c(Br)n(Cc2ccccc2)c1-c1ccccc1)c1ccccc1 the results were UACC-257 88, UACC-62 82, A549/ATCC 83, M14 93, SK-MEL-2 91, SK-MEL-5 79, MDA-MB-435 95 and SK-MEL-28 111.
`COc1ccc(-c2cc(C(=O)N=Nc3c(O)n(C)c4ccccc34)no2)cc1` gave UACC-257 111, UACC-62 96, A549/ATCC 99, M14 105, SK-MEL-2 115, SK-MEL-5 103, MDA-MB-435 103 and SK-MEL-28 112.
COC(=O)c1c(C)nc(Nc2nc3ccccc3o2)nc1-c1ccc(OC)cc1 was read as UACC-257 104, UACC-62 100, A549/ATCC 101, M14 102, SK-MEL-2 103, SK-MEL-5 104, MDA-MB-435 105 and SK-MEL-28 103.
c1ccc2c(c1)nc(-n1ccnc1)c1nc3ccccc3n12 was read as UACC-257 82, UACC-62 72, A549/ATCC 54, M14 93, SK-MEL-2 89, SK-MEL-5 69, MDA-MB-435 76 and SK-MEL-28 82.
For COc1ccc(-c2nc3cc(C(=O)Nc4cc(OC)c(OC)c(OC)c4)ccc3n2C2CCCCC2)cc1 the results were UACC-257 100, UACC-62 80, A549/ATCC 99, M14 96, SK-MEL-2 96, SK-MEL-5 78, MDA-MB-435 46 and SK-MEL-28 97.
CCn1cc(C(=O)O)c(=O)c2cc(F)c(N3CCN(C(=O)CSc4nc(-c5ccc(Cl)cc5)c(C#N)c(=O)[nH]4)CC3)cc21 was read as UACC-257 106, UACC-62 90, A549/ATCC 93, M14 90, SK-MEL-2 93, SK-MEL-5 101, MDA-MB-435 105 and SK-MEL-28 98.
`NC(=S)N/N=C\c1ncccc1OCc1cccc(N)c1` gave UACC-257 89, UACC-62 65, A549/ATCC 77, M14 56, SK-MEL-5 36 and SK-MEL-28 70.
For COc1ccc(/C=C/C(=O)c2ccc(Nc3ncnc4cc(OC)c(OC)cc34)cc2)cc1F the results were UACC-257 103, UACC-62 97, A549/ATCC 87, M14 94, SK-MEL-2 113, SK-MEL-5 83, MDA-MB-435 98 and SK-MEL-28 113.
CC(C)(CNc1ccccc1)[N+](=O)[O-] was read as UACC-257 103, UACC-62 101, A549/ATCC 105, M14 95, SK-MEL-2 107, SK-MEL-5 105, MDA-MB-435 102 and SK-MEL-28 102.
`COc1ccc2c(c1)O/C(=C/c1ccc(OCC(=O)Nc3ccc(S(N)(=O)=O)cc3)cc1)C2=O` gave UACC-257 102, UACC-62 88, A549/ATCC 89, M14 102, SK-MEL-2 98, SK-MEL-5 94, MDA-MB-435 103 and SK-MEL-28 108.
`c1ccc(CNc2ncn[nH]2)cc1` gave UACC-257 94, UACC-62 115, A549/ATCC 96, M14 101, SK-MEL-2 114, SK-MEL-5 102, MDA-MB-435 103 and SK-MEL-28 98.
For Cc1ccc(Cc2cnc(NC(=O)c3cc(Br)cs3)s2)cc1 the results were UACC-257 80, UACC-62 45, A549/ATCC 51, M14 30, SK-MEL-2 27, SK-MEL-5 46, MDA-MB-435 -16* and SK-MEL-28 62.
Screening Cc1cc(C)n2ncnc2n1 returned UACC-257 113, UACC-62 110, A549/ATCC 100, M14 99, SK-MEL-2 99, SK-MEL-5 103, MDA-MB-435 106 and SK-MEL-28 113.
`COc1ccc(C(=O)COc2ccc(/C=C3\CCc4cc(OC)ccc4C3=O)cc2)cc1` gave UACC-257 93, UACC-62 94, M14 99, SK-MEL-2 66, SK-MEL-5 95, MDA-MB-435 112 and SK-MEL-28 114.
Screening Brc1ccc2[nH]cc(-c3csc4nc(-c5ccccc5)cn34)c2c1 returned UACC-257 98, UACC-62 66, A549/ATCC 93, M14 80, SK-MEL-2 89, SK-MEL-5 98, MDA-MB-435 49 and SK-MEL-28 96.
`Cc1cccc(C)c1N=c1oc2ccc(Cl)cc2nc1-c1ccccc1O` gave UACC-257 91, UACC-62 81, A549/ATCC 97, M14 80, SK-MEL-2 86, SK-MEL-5 91, MDA-MB-435 99 and SK-MEL-28 93.
`NC(=S)N=Nc1ccc(O)cc1` gave UACC-257 86, UACC-62 86, A549/ATCC 88, M14 122, SK-MEL-2 99, SK-MEL-5 111, MDA-MB-435 115 and SK-MEL-28 102.
CC(=O)NC(C)(C)C1(C)CCC(=O)N1 (stereo not given) was read as UACC-257 108, UACC-62 97, A549/ATCC 99, M14 97, SK-MEL-2 89, SK-MEL-5 93, MDA-MB-435 109 and SK-MEL-28 108.
Clc1nc2ccccc2cc1Cn1nnc(Cc2ccccc2)n1 was read as UACC-62 52, A549/ATCC 54, M14 74, SK-MEL-2 59, SK-MEL-5 0.7*, MDA-MB-435 65 and SK-MEL-28 85.
`O=C1NC(=S)NC(=O)C1CC(=O)n1cnc2ccccc21` gave UACC-257 108, UACC-62 103, A549/ATCC 110, M14 93, SK-MEL-2 101, SK-MEL-5 100, MDA-MB-435 103 and SK-MEL-28 110.
Screening C=CCN1C(=S)N(/N=C/C=C/CCC)[C@]23C(=O)c4ccccc4[C@]12OC(N)=C3C#N returned UACC-257 99, UACC-62 84, A549/ATCC 89, M14 93, SK-MEL-2 106, SK-MEL-5 98, MDA-MB-435 95 and SK-MEL-28 110.
For CCOC(=O)Cn1c(-c2ccc(C)cc2)nc2cc3nc4ccccc4nc3cc21 the results were UACC-257 103, UACC-62 96, A549/ATCC 103, M14 122, SK-MEL-2 121, SK-MEL-5 101, MDA-MB-435 104 and SK-MEL-28 115.
Screening O=C1c2cccc3cccc(c23)C(=O)N1Nc1nc(Nc2ccc(F)cc2)nc(N2CCOCC2)n1 returned UACC-257 118, UACC-62 103, A549/ATCC 109, M14 96, SK-MEL-2 112, SK-MEL-5 98, MDA-MB-435 105 and SK-MEL-28 119.
`COc1ccc(NC(=O)Nc2ccc(OCC(=O)c3ccc(Cl)cc3)cc2)cc1` gave UACC-257 107, UACC-62 89, A549/ATCC 96, M14 105, SK-MEL-2 108, SK-MEL-5 101, MDA-MB-435 101 and SK-MEL-28 105.
Screening COC(=O)c1ccc(CSc2nnc(-c3ccncc3)o2)cc1 returned UACC-257 99, UACC-62 98, A549/ATCC 100, M14 102, SK-MEL-2 102, SK-MEL-5 112, MDA-MB-435 106 and SK-MEL-28 107.
Screening C=CCn1c(SCC(=O)Nc2ccc(C(=O)/C=C/c3cc(OC)c(OC)c(OC)c3)cc2)nnc1-c1ccc(Cl)cc1 returned UACC-257 51, UACC-62 22, A549/ATCC 29, M14 13, SK-MEL-2 26, SK-MEL-5 9.6*, MDA-MB-435 5.6* and SK-MEL-28 59.
COc1cc(-c2nc(-c3ccccc3)[nH]c2-c2ccnc(NCCCNS(=O)(=O)c3ccc(Br)cc3)n2)ccc1F was read as UACC-257 54, UACC-62 71, A549/ATCC 30, M14 34, SK-MEL-2 60, SK-MEL-5 60, MDA-MB-435 26 and SK-MEL-28 52.
For Brc1ccc2[nH]c(-c3cn(Cc4ccccc4)c4ncccc34)nc2n1 the results were UACC-257 107, UACC-62 92, A549/ATCC 96, M14 103, SK-MEL-2 102, SK-MEL-5 90, MDA-MB-435 102 and SK-MEL-28 112.
`COc1ccc(/C=C2\Oc3cc(OCCCN4CCCC4)ccc3C2=O)cc1` gave UACC-257 101, UACC-62 100, A549/ATCC 91, M14 84, SK-MEL-2 100, MDA-MB-435 98 and SK-MEL-28 103.
`Cc1cc2nc3c4cc(C=O)ccc4n(CCN(C)C)c3nc2cc1C` gave UACC-257 11, UACC-62 21, A549/ATCC 6.3*, M14 16, SK-MEL-2 12, SK-MEL-5 6.6*, MDA-MB-435 26 and SK-MEL-28 37.
CCN(CC)CC#CCOC(=O)[C@]1(C)CCC[C@]2(C)[C@H]3C[C@H]4C(C(C)C)=C[C@]3(CC[C@H]21)[C@@H]1C(=O)CCC(=O)[C@@H]14 was read as UACC-257 57, UACC-62 71, A549/ATCC 48, M14 51, SK-MEL-2 72, SK-MEL-5 59, MDA-MB-435 74 and SK-MEL-28 66.
